# From PubChem
# D2 potentiator: positive allosteric modulators of human D2 dopamine receptor; P14416; HEK293 T-REx D2, calcium flux, EC20 dopamine potentiation; potentiation, % at 10 µM; 340,000 compounds, 0.34% hits; AID 485347;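 active means potentiation over 3 SD above the plate norm, cut at about 30% in these data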; further: 0% is about no effect
#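 Cells plated with tetracycline inducer and held overnight at 30 C; calcium dye loaded 30–90 min at room temperature; baseline taken, compound added and read 180 s; EC20 dopamine then added and read 180 s.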
# D1 ag: activates the human D1 dopamine receptor | HEK293 T-REx D1 cells, calcium flux, agonist mode | activation, % at 2 µM | 360,000 compounds, 1% hits | AID 504660; in the data active means activation above about 30%; further: 0% is about no effect
#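 Inducible HEK293 T-REx D1 cells, force-coupled to calcium signalling, were plated at 4000 cells/well with tetracycline and held overnight at 30 C. After no-wash calcium dye loading, compound-evoked calcium rise over 180 s flagged agonists.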
# RXFP1 antag: blocks the human relaxin receptor RXFP1; activity change, negative = inhibition, % at 57.5 µM; Q9HBX9; 350,000 compounds, 0.59% hits; HEK293-RXFP1, relaxin-stimulated cAMP HTRF, 30 min; stronger effect = lower value;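 active means activity change of -60% or lower, but not beyond a set lower limit; inconclusive means change between -60% and -40%, or beyond the set limit; inactive means change above -40%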; further: on the % scale 0 is the no-effect control and ±100 the full control effect
# Target sequence (Q9HBX9 whole entry, looked up): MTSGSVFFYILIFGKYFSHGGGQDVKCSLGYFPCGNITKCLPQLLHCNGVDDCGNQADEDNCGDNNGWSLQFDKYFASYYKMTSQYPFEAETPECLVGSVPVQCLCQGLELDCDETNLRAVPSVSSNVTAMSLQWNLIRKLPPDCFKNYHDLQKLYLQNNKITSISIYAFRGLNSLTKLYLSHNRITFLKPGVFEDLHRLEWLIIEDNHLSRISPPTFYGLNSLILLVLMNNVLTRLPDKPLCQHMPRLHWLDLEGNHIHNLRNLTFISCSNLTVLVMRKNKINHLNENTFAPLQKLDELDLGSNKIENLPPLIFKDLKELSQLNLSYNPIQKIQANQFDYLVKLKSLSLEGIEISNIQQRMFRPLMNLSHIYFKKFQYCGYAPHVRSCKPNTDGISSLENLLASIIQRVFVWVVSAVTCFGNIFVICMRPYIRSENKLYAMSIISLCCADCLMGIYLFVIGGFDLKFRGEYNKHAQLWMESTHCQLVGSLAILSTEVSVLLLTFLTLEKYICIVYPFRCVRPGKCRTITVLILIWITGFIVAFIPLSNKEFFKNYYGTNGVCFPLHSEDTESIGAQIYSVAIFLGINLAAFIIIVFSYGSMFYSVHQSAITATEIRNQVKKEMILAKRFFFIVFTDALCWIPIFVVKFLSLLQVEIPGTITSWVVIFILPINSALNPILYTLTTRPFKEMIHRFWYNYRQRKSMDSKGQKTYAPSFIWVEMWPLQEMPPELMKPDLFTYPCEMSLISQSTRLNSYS
# RXFP1 agonist: agonists of human relaxin receptor RXFP1. AID 2676. Potency, µM (highest dose often 57.5 µM), for the others: at the highest dose activation, hits mostly activators. HEK293T-RXFP1 cAMP TR-FRET, 30 min; response scale: percent of porcine relaxin response, buffer zero. 370,000 compounds, 0.3% hits. Q9HBX9; further: potency means the concentration at half of the fitted maximal effect; on the % scale 0 is the no-effect control and ±100 the full control effect; nearly all actives have a fitted effect of over 60% in size; many of its hits are not listed in these tables
#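 cAMP rise read by TR-FRET after 30 min, 37C compound exposure (up to 58 uM) in RXFP1-transfected HEK293 cells with Ro 20174 present. EC50 from Hill-equation fits, with 29 nM porcine relaxin as 100% and buffer as basal.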
# Vif-APOBEC3F blk: inhibitors of Vif-A3F interaction. HeLa A3F-eYFP + Vif (tagged APOBEC3F with the HIV-1 protein that degrades it), YFP fluorescence increase. 390,000 compounds, 0.2% hits. Potency, µM (highest dose often 46.1 µM), without a hit: top-dose activity, negative = active; further: potency means the concentration at half of the fitted maximal effect; % of control where 0% means no effect; nearly all actives have a fitted effect of over 65% in size
#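 HeLa cells stably expressing A3F-eYFP plus Vif, plated and incubated overnight at 37 deg C, then exposed to compounds overnight at 37 deg C. Blocked degradation read as raised yellow fluorescence (Ex 488/Em 500-530).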
# Glioma ERSR ind: ER stress response induction in glioma. U87-MG GRP78 promoter luciferase reporter, 16 h. Potency, µM, inactives show at the top dose activation, hits mostly activators. 420,000 compounds, 0.02% hits. AID 602332; further: potency means the concentration at half of the fitted maximal effect; series mostly up to about 76 µM; % of control where 0% means no effect; nearly all actives have a fitted effect of over 35% in size
#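 Stably transfected U87-MG glioma cells carrying a GRP78-based luciferase sensor; 16 h compound incubation. Luminescence end-point read 10 min after Bright-Glo addition at room temperature.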
# D1 antagonist: antagonists of human D1 dopamine receptor; activity change, negative = inhibition, % at 10 µM; 360,000 compounds, 3.2% hits; AID 504652; HEK293 TREx D1 cells, calcium flux, dopamine EC80; stronger effect = lower value; in the data active means activity change below about -30%; further: on the % scale 0 is the no-effect control and ±100 the full control effect
#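 Tetracycline-induced HEK293 T-REx cells with force-coupled D1 receptor were loaded with a no-wash calcium dye. Compound was added after a 10 s baseline and read kinetically for 180 s; EC80 dopamine was then added and calcium flux followed another 180 s.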
# Vif-APOBEC3G blk: Vif-A3G binding inhibition. Q9HC16. Potency, µM (highest dose often 46.1 µM), without a hit: at the highest dose activity, negative = active, hits mostly inhibitors. AID 602310. HeLa A3G-eYFP + Vif (tagged APOBEC3G with the HIV-1 protein that degrades it), YFP fluorescence, overnight. 410,000 compounds, 0.076% hits;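 further: potency means the concentration at half of the fitted maximal effect; on the % scale 0 is the no-effect control and ±100 the full control effect; nearly all actives have a fitted effect of over 60% in size; hits raise eYFP signal because A3G escapes Vif-driven loss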
#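 HeLa cells stably expressing Vif and C-terminally eYFP-tagged A3G, seeded overnight at 37 deg C, then exposed to compound by pintool overnight at 37 deg C. Rise in yellow fluorescence (Ex 488/Em 500-530, Acumen) marks blocked Vif-driven A3G degradation.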
# D1 potentiator: enhances dopamine response at the human D1 receptor; potentiation, % at 10 µM; P21728; AID 504651; HEK293 TREx D1 cells, calcium flux, dopamine EC20 potentiation; 360,000 compounds, 0.036% hits; in the data active means potentiation above about 30%; further: 0% is about no effect
# * = called active by the depositor; ? = inconclusive; . = no result given. Unless noted, the call rests on the fitted dose curve; in most records, active means well fitted curve in the direction sought with a large enough effect; inconclusive means small, poorly fitted or top-dose-only effect, or another doubt; inactive means no such curve, though single readings can be large; an effect the other way counts as inactive or inconclusive. The list is partial; rates above refer to the full screens.
SMILES,D2 potentiator,D1 ag,RXFP1 antag,RXFP1 agonist,Vif-APOBEC3F blk,Glioma ERSR ind,D1 antagonist,Vif-APOBEC3G blk,D1 potentiator
Cc1cnc(NC(=O)C2CC=CCC2)s1 (configuration not stated),3,1,5,0.3%,-13%,1%,15,-3%,-3
CC(C)c1nn2c(=O)cc(COC(=O)c3cccs3)nc2s1,12,2,.,7.4%,2%,-7%,25,2%,-3
c1ccc(Oc2cc(-n3cccn3)ncn2)cc1,-8,1,5,0.4%,-4%,-3%,-20,1%,6
O=[N+]([O-])c1cc([N+](=O)[O-])c2c(=Nc3ccccc3)n(-c3ccccc3)n(O)c2c1,-1,-3,-27,6.6%,-4%,20%,-7,-8%,4
Cc1ccc2c(CC(=O)NCc3ccco3)coc2c1C,-18,6,-5,2.3%,-9%,4%,-2,?,-3
CCOc1ccc(C)cc1S(=O)(=O)n1ccc(C)n1,-3,2,-5,0.2%,3%,-1%,-19,2%,-5
NC(=O)c1c(NC(=O)CSc2nnc(Cc3ccccc3)n2Cc2ccco2)sc2c1CCC2,7,1,-11,3.0%,-1%,-2%,-8,-2%,-5
N#C/C(=C\c1c[nH]c2ccccc12)C(=O)NC1CCCC1,21,2,-3,-0.3%,-2%,7%,-17,-8%,0
O=C(Nc1cc(Cl)cc(Cl)c1)C(c1ccccc1)N1CCCCC1 (configuration not stated),-7,2,-24,-0.5%,-8%,-4%,28,1%,6
O=C(Nc1ccccc1Cl)c1sc2cccc(Cl)c2c1Cl,-11,0,14,27%,1%,0%,-1,-5%,0
COc1ccc2c(CNCCc3ccco3)c(C(=O)O)n(Cc3ccc(C)cc3)c2c1,2,0,.,3.1%,0%,-2%,4,2%,-3
CCn1c(=O)c(C(=O)NNC(=O)c2cccc(Cl)c2)c(O)c2ccccc21,45*,10,?,4.1%,3%,1%,-5,-17%,0
O=C(c1cccn2c(=O)c3cc(Cl)ccc3nc12)N1CCN(Cc2ccc3c(c2)OCO3)CC1,-6,-1,4,-0.4%,2%,-6%,-15,0%,-4
N#Cc1cc2c(nc1SCc1ccncc1)CCC2,10,3,-5,0.0%,-3%,3%,9,-3%,11
O=C(Nc1ccccn1)C1CCN(S(=O)(=O)c2cccc3nonc23)CC1,-3,3,-3,0.7%,0%,-2%,-11,-1%,0
CCc1ccc(C2NC(=O)c3[nH]nc(-c4cccc(OC)c4)c32)cc1 (configuration not stated),5,-1,.,-0.3%,-4%,-4%,-4,-18%,6
Cc1ccc(C(=O)N2CCC(C(=O)Nc3cccc([N+](=O)[O-])c3)CC2)cc1,-12,5,-2,3.0%,0%,-4%,-4,0%,-5
COCC(C)NC(=O)NC1(C(F)(F)F)Oc2ccc(Cl)cc2O1 (configuration not stated),10,1,7,-0.4%,-13%,-7%,6,-18%,2
CCc1ccc(NC(=O)COC(=O)CN2C(=O)COc3ccccc32)cc1,-1,1,4,0.5%,7%,-4%,-15,2%,-7
Cc1ccc(C(C)C)c(OCc2ccc(C(=O)N/N=C/c3ccc(O)c(O)c3)cc2)c1,0,5,-25,-1.2%,7%,-8%,-1,-9%,4
Cn1cc(S(=O)(=O)NCc2ccc(Cl)cc2)c(=O)n(C)c1=O,5,1,-9,-0.5%,7%,-1%,0,1%,2
COc1ccc(N/C=C2\C(=O)c3c(sc(C)c3C)N(C)S2(=O)=O)cc1,-3,2,-13,14%,9%,-5%,2,0%,-5
CCN(CC)CCNC(=O)C1(O)c2cc(Br)ccc2NC(=O)N1c1cccc(OC)c1 (configuration not stated),5,1,3,-0.2%,4%,-2%,3,1%,7
COc1ccc(OC)c(NC(=O)c2cc3ccccc3cc2OC)c1,1,1,2,-1.0%,15%,2%,-1,-7%,-1
COc1cccc(NC(=O)c2cc(-c3ccccn3)nc3ccccc23)c1,0,1,-5,0.4%,0%,0%,16,-10%,1
# Next section
SMILES,D2 potentiator,D1 ag,RXFP1 antag,RXFP1 agonist,Vif-APOBEC3F blk,Glioma ERSR ind,D1 antagonist,Vif-APOBEC3G blk,D1 potentiator
Cc1nn(CC(=O)Nc2sc3c(c2C#N)CCC(C(C)(C)C)C3)c(C)c1[N+](=O)[O-] (configuration not stated),-6,5,6,0.3%,-2%,-4%,-1,1%,2
CC(C)C(=O)Nc1ccc(C(=O)N2CCCCCC2)cc1,-9,3,-9,0.1%,-6%,-4%,-5,0%,-6
COc1cc(CC2COC(=O)C2(O)Cc2ccc(O)c(OC)c2)ccc1O (configuration not stated),-1,5,4,-1.2%,2%,-1%,-18,2%,1
O=C(Cc1ccccc1)NC1CCN(Cc2ccccc2)CC1,-27,6,0,2.4%,5%,-2%,-4,1%,4
Cc1ncoc1C(=O)Nc1ncc([N+](=O)[O-])s1,-2,1,-38,-1.0%,13%,-11%,-5,2%,4
O=C(CSc1nnc(-c2cccnc2)n1Cc1ccco1)Nc1cccc(O)c1,-3,1,9,4.0%,-6%,-2%,2,0%,4
CCc1ccc(S(=O)(=O)Nc2cc3c(cc2N2CCCCC2)n(C)c(=O)c(=O)n3C)cc1,1,0,-21,3.7%,-3%,0%,-7,-7%,3
Cc1oc(-c2ccccc2Cl)nc1CSCC(=O)N1CCCC1,13,4,1,0.1%,3%,0%,6,4%,1
CCCOc1ccc(C2=CSC3=NCCN23)cc1Cl,8,8,3,-1.5%,3%,-4%,3,-2%,-1
Cc1ccn2c(=O)c(C(=O)O)cnc2c1,8,0,3,1.9%,10%,-4%,-5,2%,10
Cn1nc(C(F)(F)F)c2cc(C(=O)N3CCOCC3)sc21,2,2,2,-0.4%,2%,-1%,7,10%,1
COc1ccc(S(=O)(=O)N2CCC(C(=O)N[C@@H](C)C(=O)NCc3ccccc3OC)CC2)cc1,15,0,3,2.2%,-12%,5%,3,1%,4
COCC(=O)Nc1nc(-c2ccccc2)c(C)s1,5,1,6,2.3%,0%,-1%,2,-2%,2
COc1ccc(S(=O)(=O)N(C)CC(=O)Nc2ccc3c(c2)OCO3)cc1,2,3,-38,-1.2%,-3%,1%,-4,1%,-5
O=C(N/N=C/c1cccnc1)c1cc2ccccc2o1,-5,3,3,0.8%,1%,-1%,-14,-1%,0
O=C(NCc1ccco1)c1sc2cccc(F)c2c1Cl,1,3,-21,20%,7%,0%,-46*,1%,-5
CSc1nccc(NC(=O)c2cccc(Br)c2)n1,12,23,-14,-1.7%,8%,2%,5,2%,4
CCOc1ccc(CCNC(=O)CCc2nc(-c3ccc(C)cc3)no2)cc1OCC,.,-1,-4,-1.3%,8%,0%,-24,1%,0
CSC(=N/N=C(\N)c1cnccn1)SC,7,1,-12,-2.4%,3%,-3%,-7,-2%,-3
Clc1cccc(NCc2nnc(SCc3ccccc3Cl)o2)c1,15,2,.,4.1%,-10%,-1%,5,0%,2
CC(C)c1ccc(-c2nnn(CCC(=O)O)n2)cc1,1,2,3,-3.6%,-12%,-15%,11,-5%,-1
c1ccc(COc2ncnc3c2ncn3CCCNC2CCN(Cc3ccccc3)CC2)cc1,.,.,-3,.,-9%,-11%,.,-1%,.
CCN(CC)S(=O)(=O)c1ccc(Cc2ncc(C(F)(F)F)cc2Cl)s1,-11,3,-1,0.5%,4%,-2%,-19,0%,-9
COc1cc(O)oc1C=Nc1ccccc1,-6,4,8,-3.8%,-2%,4%,6,0%,-7
CC(C)CCn1c(O)c(N=NC(=O)Cn2ccc(C(F)(F)F)n2)c2ccccc21,-2,3,-11,-0.3%,-8%,-1%,0,-1%,-3
# More results
SMILES,D2 potentiator,D1 ag,RXFP1 antag,RXFP1 agonist,Vif-APOBEC3F blk,Glioma ERSR ind,D1 antagonist,Vif-APOBEC3G blk,D1 potentiator
CCn1nnnc1NC(=O)c1ccc2ccccc2c1,6,0,-3,0.9%,0%,-1%,11,1%,0
O=C(CCc1nc2ccccc2c(=O)[nH]1)N1CCN(c2ccc(F)cc2)CC1,-1,1,-30,-1.1%,9%,-9%,3,3%,-4
CS(=O)(=O)N1CCC(C(=O)N2CCC(Cc3ccccc3)CC2)CC1,3,6,4,-1.0%,0%,-2%,0,3%,1
COc1cc(/C=C2/SC(=O)N(Cc3ccccc3)C2=O)ccc1OCc1ccncc1,7,0,-9,0.0%,-12%,-11%,2,-1%,-1
CCC(=O)c1ccc(N2CCN(S(=O)(=O)c3ccccc3)CC2)c(F)c1,-3,1,-2,6.1%,7%,-4%,-3,4%,-5
N#C/C(=C/c1cn(-c2ccccc2)nc1-c1cccc(OCc2ccccc2)c1)C(=O)NCCCn1ccnc1,4,7,.,0.4%,-17%,-4%,-1,-1%,-1
Nc1[nH]ncc1N=Nc1ccc(Cl)cc1,1,3,-15,-1.0%,0%,-6%,-22,-8%,-18
Cc1ccc(C=C2C=C(c3ccccc3)OC2=O)cc1,.,.,-3,.,-1%,1%,.,-1%,.
COc1ccccc1/C=N/NC(=O)C(=O)Nc1ccccc1OC(F)(F)C(F)F,0,0,-5,-0.2%,8%,-5%,-4,-2%,-2
COc1ccc(-c2nc(CSCC(=O)N3CCC(C(N)=O)CC3)c(C)o2)cc1OC,5,2,.,3.5%,2%,-2%,3,1%,0
CCCc1nn2c(=O)cc(COC(=O)C3CCCCC3)nc2s1,21,3,.,-0.7%,7%,3%,1,1%,-5
Cc1ccc2nsnc2c1NC(=S)NC(=O)c1ccco1,-7,0,-22,0.8%,10%,-4%,-27,-5%,-4
O=C(Nc1ccccc1Cl)c1ccccc1S(=O)(=O)c1ccccc1[N+](=O)[O-],5,-1,13,2.2%,-3%,4%,-5,-3%,-7
O=C(Nc1ccc(C(F)(F)F)cc1)C1CCCN1S(=O)(=O)c1cccc2cccnc12 (configuration not stated),1,2,-5,-1.9%,-13%,-5%,5,2%,-10
CCc1ccccc1N1C(=O)CN(S(=O)(=O)CC)CC1(C)C(=O)NC1CCCCC1 (configuration not stated),-8,0,1,1.4%,2%,-2%,-10,3%,0
CCCCOCCCNC(=O)c1ccccc1OCC,13,1,23,0.4%,-10%,-3%,3,0%,-5

# As entered above:
# Result of CCCCOCCCNC(=O)c1ccccc1OCC under D1 ag: 1
# Result of CCn1nnnc1NC(=O)c1ccc2ccccc2c1 under Glioma ERSR ind: -1%
